Assay outcomes deposited in PubChem by The Scripps Research Institute Molecular Screening Center.
MITF primary = MITF inhibitors, primary screen, biochemical, AlphaScreen, human. AlphaScreen MITF homodimerization, bead proximity signal. AID 1259374, 2018. Microphthalmia-associated transcription factor (Homo sapiens), O75030. inhibition, % at 2.6 µM. actives 0.91% (n = 650,000); in the data active means inhibition above about 50%;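 further: 0% = vehicle wells with protein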
Target sequence (O75030 whole entry, looked up): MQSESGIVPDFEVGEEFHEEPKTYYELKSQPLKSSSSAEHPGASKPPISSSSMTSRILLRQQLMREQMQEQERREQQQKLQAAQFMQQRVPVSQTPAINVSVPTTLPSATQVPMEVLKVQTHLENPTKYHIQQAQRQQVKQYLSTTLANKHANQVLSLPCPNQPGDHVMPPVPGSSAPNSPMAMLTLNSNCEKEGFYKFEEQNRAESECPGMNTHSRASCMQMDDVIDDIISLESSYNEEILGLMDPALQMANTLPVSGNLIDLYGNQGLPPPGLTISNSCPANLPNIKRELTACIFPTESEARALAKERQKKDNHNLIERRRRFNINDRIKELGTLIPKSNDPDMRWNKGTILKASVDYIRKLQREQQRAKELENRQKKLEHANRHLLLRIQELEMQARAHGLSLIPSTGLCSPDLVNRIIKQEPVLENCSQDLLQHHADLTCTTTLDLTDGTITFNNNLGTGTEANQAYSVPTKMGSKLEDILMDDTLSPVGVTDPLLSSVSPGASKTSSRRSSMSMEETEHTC
TEAD-YAP inh = TEAD-YAP interaction inhibition, primary screen, TEAD-YAP interaction inhibitor project, luminescence, HEK-TIYL cells; AID 1259422, 2018; inhibition, % at 9.12 µM; actives 1.4% (n = 640,000); TEAD-Gal4/YAP UAS-luciferase luminescence; in the data active means inhibition above about 32%;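 further: 0% = median of test compound wells and 100% = reference inhibitor wells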
GPR151 activ = activators of human GPR151, primary screen, cell-based, PathHunter beta-arrestin, luminescence. G-protein coupled receptor 151 (Homo sapiens), Q8TDV0. PathHunter beta-arrestin GPR151 cells. activation, % at 11.2 µM. actives 1% (n = 650,000). AID 1508602, 2020; in the data active means activation above about 4.9%;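 further: 0% = median of compound wells and 100% = cells with positive control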
Target sequence (Q8TDV0 whole entry, looked up): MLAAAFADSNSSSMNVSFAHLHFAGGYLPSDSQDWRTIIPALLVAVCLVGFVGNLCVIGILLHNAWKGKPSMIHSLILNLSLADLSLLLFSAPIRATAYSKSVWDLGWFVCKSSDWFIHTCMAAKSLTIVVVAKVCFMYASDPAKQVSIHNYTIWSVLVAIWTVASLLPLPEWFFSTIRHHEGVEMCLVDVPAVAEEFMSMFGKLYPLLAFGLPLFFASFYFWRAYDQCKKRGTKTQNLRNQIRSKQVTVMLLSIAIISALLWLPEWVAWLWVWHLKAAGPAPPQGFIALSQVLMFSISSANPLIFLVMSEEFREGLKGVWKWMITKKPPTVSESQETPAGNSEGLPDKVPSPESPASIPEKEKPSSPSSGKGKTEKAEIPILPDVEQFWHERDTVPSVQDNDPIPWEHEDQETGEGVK
FBW7 activator = FBW7 E3 ligase activators, primary screen, biochemical, AlphaScreen, human; AID 1259310, 2017; normalized activity (activation), % at 26.1 µM; F-box/WD repeat-containing protein 7 (Homo sapiens), Q969H0; actives 0.13% (n = 650,000); AlphaScreen FBW7–phospho-cyclin E peptide binding, activator screen; in the data active means normalized activity above about 1.9%;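 further: purified mutant Fbw7 with reduced substrate affinity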
* = called active by the depositor.

Results for COc1ccc(C2CC(=O)N3CN(C)CSC3=C2C#N)c(OC)c1 (centres undefined) ?
MITF primary: -3; TEAD-YAP inh: -9; GPR151 activ: 4.1; FBW7 activator: -0.3

Results for CN1CCSc2ccc(C(=O)NCCN3CCOCC3)cc21 ?
MITF primary: 2; TEAD-YAP inh: -1; GPR151 activ: 0.5; FBW7 activator: 0.6

How did CCOc1cccc(/C=N/NC(=O)C2COc3ccccc3O2)c1O (centres undefined) do in these assays?
MITF primary: -34; TEAD-YAP inh: 11; GPR151 activ: -0.9; FBW7 activator: 0.0

How did CCOCCn1c(=O)c2c(nc3n(-c4ccc(Br)cc4)c(C)cn23)n(C)c1=O do in these assays?
MITF primary: 18; TEAD-YAP inh: 1; GPR151 activ: -1.5; FBW7 activator: 0.8

How did Cc1cccc(-n2c(O)c(/C=N/NC(=O)c3ccccc3Cl)c3ccccc3c2=O)n1 do in these assays?
MITF primary: 3; TEAD-YAP inh: -3; GPR151 activ: -0.8; FBW7 activator: 0.1

How did CC1(C)Cc2c(ccc3ccccc23)C(=NCC(=O)O)N1 do in these assays?
MITF primary: -13; TEAD-YAP inh: -10; GPR151 activ: 0.3; FBW7 activator: 0.0

How did COc1cccc(C(=O)Nc2nc3ccc(-c4ccncc4)cc3s2)c1 do in these assays?
MITF primary: -8; TEAD-YAP inh: 21; GPR151 activ: 0.6; FBW7 activator: 0.6

How did Cc1ccc(OCC(=O)Nc2cc(C(=O)O)cc(C(=O)O)c2)c(C)c1 do in these assays?
MITF primary: 8; TEAD-YAP inh: -3; GPR151 activ: 0.5; FBW7 activator: -0.1

Results for CC1CCCCN1C(=O)Cn1c(=O)n(-c2ccc(F)cc2)c(=O)c2sccc21 (centres undefined) ?
MITF primary: -2; TEAD-YAP inh: 8; GPR151 activ: 5.2*; FBW7 activator: 0.0

How did COCCN1C(=O)c2ccccc2C(C(=O)NCCCN2CCOCC2)C1c1ccc(F)cc1 (centres undefined) do in these assays?
MITF primary: 18; TEAD-YAP inh: -6; GPR151 activ: -0.6; FBW7 activator: 0.1

Results for COc1ccc(F)cc1S(=O)(=O)NCCCn1ccnc1 ?
MITF primary: 6; TEAD-YAP inh: -2; GPR151 activ: 0.1; FBW7 activator: 0.0

Results for Cn1c(=O)[nH]c(=O)c2c1nc(SCc1ccccc1)n2Cc1ccccc1Cl ?
MITF primary: -2; TEAD-YAP inh: 7; GPR151 activ: 1.0; FBW7 activator: -0.2

What do the screens show for `CC(C)(C)N(Cc1ccccc1)C(=O)COC(=O)c1ccc(S(=O)(=O)C(F)F)cc1`?
MITF primary: 4; TEAD-YAP inh: 8; GPR151 activ: 1.4; FBW7 activator: -0.2

Results for CC(C)NC(=O)c1cccc(-n2c(=S)[nH]c3cc(Cl)ccc3c2=O)c1 ?
MITF primary: 10; TEAD-YAP inh: 11; GPR151 activ: -1.0; FBW7 activator: 0.5

How did CN(CCC1CCCCO1)C(=O)CCc1nnc(Cc2c[nH]c3ccccc23)o1 (centres undefined) do in these assays?
MITF primary: -13; TEAD-YAP inh: -8; GPR151 activ: 0.0; FBW7 activator: 0.0

Overlap with the part before: 4 entries, then new ones.
Results for Cn1c(=O)[nH]c(=O)c2c1nc(SCc1ccccc1)n2Cc1ccccc1Cl ?
MITF primary: -2; TEAD-YAP inh: 7; GPR151 activ: 1.0; FBW7 activator: -0.2

What do the screens show for `CC(C)(C)N(Cc1ccccc1)C(=O)COC(=O)c1ccc(S(=O)(=O)C(F)F)cc1`?
MITF primary: 4; TEAD-YAP inh: 8; GPR151 activ: 1.4; FBW7 activator: -0.2

Results for CC(C)NC(=O)c1cccc(-n2c(=S)[nH]c3cc(Cl)ccc3c2=O)c1 ?
MITF primary: 10; TEAD-YAP inh: 11; GPR151 activ: -1.0; FBW7 activator: 0.5

How did CN(CCC1CCCCO1)C(=O)CCc1nnc(Cc2c[nH]c3ccccc23)o1 (centres undefined) do in these assays?
MITF primary: -13; TEAD-YAP inh: -8; GPR151 activ: 0.0; FBW7 activator: 0.0

What do the screens show for `C/C(N)=C(/C#N)C(=O)COC(=O)c1ncc(Cl)c(Cl)c1Cl`?
MITF primary: 11; TEAD-YAP inh: 8; GPR151 activ: 0.9; FBW7 activator: 0.9

Results for O=C(NCCn1ccnc1)C1CC12CCN(C(=O)c1cccc(-c3cccc(F)c3)c1)CC2 (centres undefined) ?
MITF primary: 6; TEAD-YAP inh: -4; GPR151 activ: 1.5; FBW7 activator: 0.0

How did Nc1ncc(-c2cccc(/C=C/C(=O)O)c2)nc1N1CCN(CCO)CC1 do in these assays?
MITF primary: 6; TEAD-YAP inh: 10; GPR151 activ: 3.2; FBW7 activator: 0.0

What do the screens show for `O=C(c1nn2cccnc2c1Cl)N1CCN(c2ccccc2)CC1`?
MITF primary: 5; TEAD-YAP inh: -16; GPR151 activ: 1.1; FBW7 activator: 0.8

What do the screens show for `CN(C)C(CNC(=O)Nc1ccccc1)c1cccnc1` (centres undefined)?
MITF primary: -3; TEAD-YAP inh: -9; GPR151 activ: 0.0; FBW7 activator: 0.0

How did Cn1cc(SCC(N)=O)c2ccccc21 do in these assays?
MITF primary: 9; TEAD-YAP inh: -9; GPR151 activ: 1.9; FBW7 activator: 0.0

How did CCCC(=O)NC(=S)Nc1ccc(N(C)C(C)=O)cc1 do in these assays?
MITF primary: 15; TEAD-YAP inh: 0; GPR151 activ: -0.1; FBW7 activator: -0.1

How did O=C1CCCN1CCCNc1nc2ncnc(NCCOc3ccccc3)c2[nH]1 do in these assays?
MITF primary: 4; TEAD-YAP inh: -3; GPR151 activ: 1.3; FBW7 activator: -0.1

What do the screens show for `O=C(CC1C(=O)NCCN1Cc1ccc(Cl)c(F)c1)NCc1cccnc1` (centres undefined)?
MITF primary: 0; TEAD-YAP inh: -7; GPR151 activ: -0.4; FBW7 activator: -0.2

What do the screens show for `COc1ccc(C(=O)NC(C)c2ccccc2)nn1` (centres undefined)?
MITF primary: 19; TEAD-YAP inh: 12; GPR151 activ: 0.6; FBW7 activator: 0.3

How did COc1ccc(CNC(=O)c2ccc[nH]c2=S)cc1 do in these assays?
MITF primary: 2; TEAD-YAP inh: -32; GPR151 activ: -1.2; FBW7 activator: -0.2

How did Cc1ccc(CC(CC(=O)O)C(=O)O)cc1 (centres undefined) do in these assays?
MITF primary: 1; TEAD-YAP inh: -1; GPR151 activ: 6.8*; FBW7 activator: 0.1

What do the screens show for `Nc1nnc(Cc2nnc(N)s2)s1`?
MITF primary: 17; TEAD-YAP inh: 2; GPR151 activ: 3.2; FBW7 activator: 0.0

Results for CCCCOC(=O)c1c(N)n(CCO)c2nc3ccccc3nc12 ?
MITF primary: 14; TEAD-YAP inh: 18; GPR151 activ: -1.3; FBW7 activator: 0.0

What do the screens show for `Nc1cccc(-c2ncc(C(=O)NC3CC3)s2)c1`?
MITF primary: 6; TEAD-YAP inh: -25; GPR151 activ: -0.1; FBW7 activator: -0.1

Fetched one by one from the entries so far (2):
What do the screens show for `Nc1cccc(-c2ncc(C(=O)NC3CC3)s2)c1`?
MITF primary: 6; TEAD-YAP inh: -25; GPR151 activ: -0.1; FBW7 activator: -0.1

How did Nc1ncc(-c2cccc(/C=C/C(=O)O)c2)nc1N1CCN(CCO)CC1 do in these assays?
MITF primary: 6; TEAD-YAP inh: 10; GPR151 activ: 3.2; FBW7 activator: 0.0

(further entries)
What do the screens show for `CNC(=O)CN(c1ccc(Cl)cc1C)S(=O)(=O)c1ccc(C)cc1`?
MITF primary: 4; TEAD-YAP inh: 12; GPR151 activ: -0.3; FBW7 activator: 0.0

What do the screens show for `CCOc1cc(C=O)ccc1OCCO`?
MITF primary: 3; TEAD-YAP inh: 15; GPR151 activ: -0.1; FBW7 activator: 0.4

How did COc1ccc(S(=O)(=O)N2Cc3ccccc3CC2C(=O)Nc2ccccc2OC)cc1 (centres undefined) do in these assays?
MITF primary: 8; TEAD-YAP inh: 3; GPR151 activ: -0.4; FBW7 activator: -0.1

What do the screens show for `O=C(CSc1nc2c([nH]c3ccccc32)c(=O)n1-c1ccccc1)NCc1ccc(F)cc1`?
MITF primary: 1; TEAD-YAP inh: -23; GPR151 activ: 1.3; FBW7 activator: -0.1

How did CC(C)c1ccc(C2/C(=C(\O)c3ccc(F)cc3)C(=O)C(=O)N2c2nncs2)cc1 (centres undefined) do in these assays?
MITF primary: 21; TEAD-YAP inh: -28; GPR151 activ: -1.4; FBW7 activator: 0.7

How did C=CCn1c(-c2occc2C)n[nH]c1=S do in these assays?
MITF primary: -4; TEAD-YAP inh: 5; GPR151 activ: 0.4; FBW7 activator: 0.0

How did CC(C)NC(=O)C1CCN(C2CCN(Cc3c(F)cccc3Cl)CC2)CC1 do in these assays?
MITF primary: -5; TEAD-YAP inh: -1; GPR151 activ: 1.2; FBW7 activator: 0.0

Results for Cc1nnc(SCC(=O)N2N=CCC2c2ccccc2)s1 (centres undefined) ?
MITF primary: 8; TEAD-YAP inh: -4; GPR151 activ: -0.9; FBW7 activator: 0.0

Results for Cn1c(N)c(/C=N/NC(=O)C[n+]2ccccc2)c(=O)n(C)c1=O ?
MITF primary: 11; TEAD-YAP inh: 6; GPR151 activ: -0.1; FBW7 activator: -0.1

How did Cc1ccn2c(c1)nc(=S)n2C(=O)c1ccccc1F do in these assays?
MITF primary: 16; TEAD-YAP inh: 2; GPR151 activ: 0.1; FBW7 activator: 0.1

What do the screens show for `O=C(NCc1n[nH]c(=S)n1-c1ccc(Br)cc1)c1ccccc1C(F)(F)F`?
MITF primary: -9; TEAD-YAP inh: 1; GPR151 activ: 0.6; FBW7 activator: 0.0

How did Cc1ccc(Cn2c(C)c(CNCCc3ccccc3)c(C(=O)O)c2C)cc1 do in these assays?
MITF primary: 11; TEAD-YAP inh: 0; GPR151 activ: 1.3; FBW7 activator: 0.1

What do the screens show for `CC(C)(C)c1nc(NCCN2CCOCC2)c2nnn(Cc3ccccc3Cl)c2n1`?
MITF primary: 24; TEAD-YAP inh: 5; GPR151 activ: 4.0; FBW7 activator: 0.7

What do the screens show for `CCOC(=O)C(CC(C)C)NC(=O)C(NC(=O)OC(C)(C)C)C(C)C` (centres undefined)?
MITF primary: 4; TEAD-YAP inh: 7; GPR151 activ: -0.5; FBW7 activator: -0.1

How did CC(C(=O)O)N1C(=O)/C(=C\c2ccc3c(c2)OCO3)SC1=S (centres undefined) do in these assays?
MITF primary: -6; TEAD-YAP inh: -5; GPR151 activ: -0.1; FBW7 activator: -0.3

Results for Cc1ccc(-c2cc(C(=O)OC(C)C(N)=O)c3ccccc3n2)cc1 (centres undefined) ?
MITF primary: -169; TEAD-YAP inh: 8; GPR151 activ: 0.5; FBW7 activator: 0.4

What do the screens show for `COc1ccc(/C=C2/NC(=O)N(Cc3ccc(F)cc3)C2=O)cc1O`?
MITF primary: -5; TEAD-YAP inh: 12; GPR151 activ: 1.7; FBW7 activator: -0.1

What do the screens show for `COc1ccc(OC)c(NC(=O)c2c(N)sc3c2CCC3)c1`?
MITF primary: 5; TEAD-YAP inh: -20; GPR151 activ: -0.6; FBW7 activator: 0.0

Results for COc1cc(C(=O)N/C(=C/c2ccc(F)cc2)C(=O)NCCC(=O)O)cc(OC)c1OC ?
MITF primary: 2; TEAD-YAP inh: 4; GPR151 activ: 0.2; FBW7 activator: -0.1

What do the screens show for `Cn1nnc2cc(C(=O)NC3CC3)ccc21`?
MITF primary: 9; TEAD-YAP inh: -3; GPR151 activ: 1.7; FBW7 activator: 0.1

How did CC(NC(=O)CN(C)Cc1ccc(Br)cc1)c1ccccc1 (centres undefined) do in these assays?
MITF primary: -8; TEAD-YAP inh: 3; GPR151 activ: 3.4; FBW7 activator: -0.1

How did CC(=O)Nc1cccc(NC(=O)CSc2nccn2-c2ccccc2C)c1 do in these assays?
MITF primary: 4; TEAD-YAP inh: 25; GPR151 activ: -1.1; FBW7 activator: 1.1

Results for Cc1cccc(Oc2coc3cc(OCC(=O)OCc4ccccc4)ccc3c2=O)c1 ?
MITF primary: -10; TEAD-YAP inh: -2; GPR151 activ: 0.3; FBW7 activator: -0.2

Results for Cc1cc[n+](CC(=O)N2CCCCC2)c(C)c1 ?
MITF primary: 26; TEAD-YAP inh: -2; GPR151 activ: 2.2; FBW7 activator: -0.2

What do the screens show for `C/C(=N/Nc1ccc([N+](=O)[O-])cc1[N+](=O)[O-])C1CC1`?
MITF primary: 24; TEAD-YAP inh: 0; GPR151 activ: -1.0; FBW7 activator: -0.1

Results for CCOC(=O)C1=C(C)N=c2s/c(=C/c3ccccc3OC)c(=O)n2C1/C=C/c1ccccc1 (centres undefined) ?
MITF primary: -3; TEAD-YAP inh: 0; GPR151 activ: -1.4; FBW7 activator: -0.1

How did Cc1cccn2c(NCC3CCCO3)c(-c3ccc(O)cc3)nc12 (centres undefined) do in these assays?
MITF primary: -7; TEAD-YAP inh: 12; GPR151 activ: -2.2; FBW7 activator: 0.0

How did CC(C)OC(=O)COc1ccc(C(=O)NCc2ccccc2)cc1 do in these assays?
MITF primary: -4; TEAD-YAP inh: 7; GPR151 activ: 5.3*; FBW7 activator: 0.7

Results for CCOC(=O)N1CCN(C(c2ccc(F)cc2)c2c(O)cc(C)n(CC)c2=O)CC1 (centres undefined) ?
MITF primary: 11; TEAD-YAP inh: 3; GPR151 activ: 1.8; FBW7 activator: 0.0
